Assay outcomes (PubChem BioAssay)
MCL1-BIM inh: inhibitors of MCL1 binding to BIM-BH3, primary screen, biochemical, fluorescence polarization; inhibition, % at 10.9 µM; 320,000 tested, 0.68% active; GST-MCL1 / FITC-Bim-BH3 fluorescence polarization; AID 2057, 2009;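 active = inhibition above the mean inhibition of all tested compounds plus 3 SD, set per campaign, cut at about 40% in these data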;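 note: 0% = DMSO wells and 100% = unlabeled Bim-BH3 peptide control; higher means more loss of mP so more displacement of Bim peptide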
Target sequence (Q07820 whole entry, looked up): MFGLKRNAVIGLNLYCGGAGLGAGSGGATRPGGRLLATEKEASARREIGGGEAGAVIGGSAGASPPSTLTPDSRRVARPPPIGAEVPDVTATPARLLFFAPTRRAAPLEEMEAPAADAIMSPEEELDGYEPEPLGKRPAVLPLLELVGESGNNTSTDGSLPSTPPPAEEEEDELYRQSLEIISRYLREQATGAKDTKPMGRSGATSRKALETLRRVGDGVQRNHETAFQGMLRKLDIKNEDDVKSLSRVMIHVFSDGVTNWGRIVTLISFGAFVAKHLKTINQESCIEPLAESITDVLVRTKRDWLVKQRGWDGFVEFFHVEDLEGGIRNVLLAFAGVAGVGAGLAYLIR
GLD-1 RNA inh: GLD-1/TGE RNA complex disruptors, primary screen, biochemical, fluorescence polarization; purified GLD-1 + fluorescein TGE RNA; inhibition, % at 5.96 µM; AID 2280, 2010; 320,000 tested, 0.44% active; Female germline-specific tumor suppressor gld-1 (Caenorhabditis elegans), Q17339;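 active = percent inhibition above a per-plate cutoff, the plate mean of test compounds plus 3 SD, cut at about 30% in these data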;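 note: 0% = DMSO wells with GLD-1 and probe and 100% = wells lacking GLD-1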
Bcl-xL primary: inhibitors of human Bcl-xL, primary screen, biochemical, fluorescence polarization, HTS; Bcl-2-like protein 1 (Homo sapiens), Q07817; GST-Bcl-xL / FITC-Bim BH3 peptide fluorescence polarization; inhibition, % at 10.9 µM; 320,000 tested, 0.7% active;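 active = inhibition above the mean of all tested compounds plus 3 SD, cutoff set per campaign, cut at about 30% in these data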;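 note: 0% = DMSO wells and 100% = unlabeled Bim-BH3 peptide competitor; inhibitors lower millipolarization by displacing the labeled peptide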
MEX-5 binding: MEX-5 zinc finger RNA-binding disruptors – biochemical, C. elegans, fluorescence polarization, MLPCN library, primary screen | Zinc finger protein mex-5 (Caenorhabditis elegans), Q9XUB2 | MEX-5/FITC-TCR2 RNA binding; stronger effect = lower value | activity score (negative = inhibition of binding), % at 10 µM | 300,000 tested, 0.38% active;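 active = inhibition past about -25% in most replicates, and total fluorescence under double the plate's negative control median, limit read from the data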;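 note: 0% = DMSO and -100% = 5 µM competing unlabeled TCR2 RNA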
GRK2 inh: compounds blocking aptamer binding on GRK2 – biochemical, human GRK2, bead flow cytometry, HTS, primary screen. Beta-adrenergic receptor kinase 1 (Homo sapiens), P25098. FAM-aptamer displacement from GRK2. inhibition of aptamer binding, % at 10 µM. 330,000 tested, 0.59% active. AID 488847, 2010;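 active = inhibition of aptamer binding above 40%, roughly 3 SD of noise, on plates passing a quality check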;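 note: median bead fluorescence of bound FAM aptamer so fluorescent compounds give negative values; no value below 0 was filed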
Target sequence (P25098 whole entry, looked up): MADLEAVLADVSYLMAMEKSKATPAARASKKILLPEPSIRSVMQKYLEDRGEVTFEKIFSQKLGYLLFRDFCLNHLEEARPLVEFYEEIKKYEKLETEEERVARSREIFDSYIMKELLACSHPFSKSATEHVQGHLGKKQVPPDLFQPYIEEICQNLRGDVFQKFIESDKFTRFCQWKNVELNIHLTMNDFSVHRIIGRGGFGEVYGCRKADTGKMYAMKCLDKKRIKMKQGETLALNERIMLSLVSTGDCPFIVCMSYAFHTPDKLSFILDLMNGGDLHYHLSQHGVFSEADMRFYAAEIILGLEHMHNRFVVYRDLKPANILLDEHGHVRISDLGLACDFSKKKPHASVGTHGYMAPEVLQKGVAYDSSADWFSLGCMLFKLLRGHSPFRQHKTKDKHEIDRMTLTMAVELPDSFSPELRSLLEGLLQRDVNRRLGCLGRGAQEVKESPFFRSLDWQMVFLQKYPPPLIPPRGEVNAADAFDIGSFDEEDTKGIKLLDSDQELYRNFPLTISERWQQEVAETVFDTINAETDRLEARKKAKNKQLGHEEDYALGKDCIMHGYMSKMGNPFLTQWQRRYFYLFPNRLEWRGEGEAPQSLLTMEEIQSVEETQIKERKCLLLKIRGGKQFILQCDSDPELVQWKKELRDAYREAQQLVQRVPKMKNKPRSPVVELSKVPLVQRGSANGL
Fam108B counter: mouse Fam108B serine hydrolase inhibitors, primary screen, counter-screen for RBBP9 inhibitor project, biochemical, fluorescence polarization; recombinant Fam108B, FP-Rh probe fluorescence polarization; inhibition, % at 9.51 µM; 300,000 tested, 0.33% active;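 active = inhibition above the screen mean inhibition plus 3 SD, computed separately per campaign, cut at about 18% in these data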;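 note: inhibitors lower polarization as less probe binds the enzyme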
CIT2 TOR yeast: modulators of CIT2-GFP expression in yeast, primary screen, S. cerevisiae, GFP fusion, multiplex flow cytometry, MLPCN library. S. cerevisiae CIT2-GFP strain, 3 h; 100 means same as DMSO wells. GFP response vs DMSO, % at 10 µM. 320,000 tested, 0.065% active;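 active = GFP response relative to DMSO above a set limit, near the screen mean plus 3 SD, cut at about 150% in these data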;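 note: ratio of well median GFP fluorescence to mean of DMSO wells on the plate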
AGP1 TOR yeast: modulators of AGP1-GFP expression in yeast TOR pathway, primary screen, cell-based, multiplex flow cytometry, S. cerevisiae, MLPCN library; 3 h; GFP as percent of DMSO wells; GFP response vs DMSO, % at 10 µM; 320,000 tested, 0.02% active; AID 2066, 2009;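 active = GFP response relative to DMSO above a set limit, near screen average plus 3 SD, cut at about 150% in these data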;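 note: median GFP channel fluorescence of the gated AGP1 strain per well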
VLA-4 inh: inhibition in human VLA-4 binding assay, primary screen, VLA-4 allosteric modulator project, MLPCN library, flow cytometry, VLA-4 expressing cells; Integrin alpha-4 (Homo sapiens), P13612; ligand binding flow cytometry; inhibition, % (about 7 µM as worked out from the volumes in the protocol); 330,000 tested, 0.2% active; in the data active = inhibition above about 50%
Starred values were filed as active, the others as inactive; / = no result given.

SMILES | MCL1-BIM inh | GLD-1 RNA inh | Bcl-xL primary | MEX-5 binding | GRK2 inh | Fam108B counter | CIT2 TOR yeast | AGP1 TOR yeast | VLA-4 inh
COc1ccc(-c2cc3c(=O)n(CC(=O)NCc4ccc(F)cc4)ncn3n2)cc1 | 5 | 1 | 7 | 0.1 | 0 | -2 | 91 | 96 | -7
CC1CCN(C(=O)CSc2nnc(CNC(=O)COc3ccc(Cl)cc3)o2)CC1 | 6 | 1 | 2 | -1.9 | 0 | -1 | 80 | 94 | 1
OCCCc1nc2n(n1)C(c1ccccc1Cl)C=C(c1cccs1)N2 (centres undefined) | 42* | 30 | 37* | -15 | 0 | -2 | 93 | 97 | -44
C=CCC[C@@H](Cc1ccc(F)cc1)C(=O)OC[C@H](C)NC(=O)[C@@H](CC=C)CC(=O)N[C@@H](CO)Cc1ccccc1 | / | 6 | / | / | 83* | / | 87 | 92 | 14
O=C(NNCc1ccc(O)cc1)c1ccccc1Cl | 3 | -3 | 5 | 2.1 | 0 | -2 | 103 | 104 | 19
O=C(c1cc(-c2cccs2)nc2ccccc12)N1CCN(S(=O)(=O)c2cccc(F)c2)CC1 | -5 | -3 | -4 | -1.1 | 1 | -7 | 96 | 101 | 91*
O=C(Cn1ncc2c([nH]c3ccccc32)c1=O)NCCCN1CCN(c2ccccc2)CC1 | 4 | -6 | 3 | -2.6 | 0 | -3 | 99 | 97 | 11
CNC(=O)Nc1cc(C(F)(F)F)cc(C(F)(F)F)c1 | 0 | 1 | 0 | -0.9 | 1 | 2 | 105 | 109 | 27
O=C(O)c1cc(O)c2c(c1)C(=O)c1cc(O)cc(O)c1C2=O | 41* | 6 | 23 | -16 | 8 | 6 | 96 | 104 | 10
COc1cc(=O)[nH]c(SCC(=O)Nc2ccc3ccccc3c2)n1 | -6 | 1 | 3 | -3.0 | 1 | 0 | 107 | 104 | 3
COc1ccc(NC(=O)CN2CCC(NC(=O)C3CCCCC3)CC2)c([N+](=O)[O-])c1 | 3 | -1 | 3 | -92* | 3 | -2 | 104 | 105 | 9
CN1/C(=C/C(=O)C2CC2)C(C)(C)c2ccccc21 | 4 | -6 | 2 | -1.1 | 1 | -2 | 85 | 86 | -278
Cc1ccc(O)c(NC(=O)c2noc3c2CCCCC3)c1 | -30 | 0 | -13 | 0.2 | 0 | -4 | 78 | 90 | -47
N#CC1(NC(=O)COC(=O)c2ccc(-c3ccc(O)cc3)cc2)CCCCC1 | -3 | -3 | 4 | / | 0 | / | 93 | 90 | 6
COc1ccc(OC)c(C(C(=O)NC2CCCCC2)N(C(=O)c2snc(C(N)=O)c2N)c2ccccc2OC)c1 (centres undefined) | 1 | 10 | 3 | 3.3 | 0 | -2 | 101 | 98 | 5
Cn1c(N)c(C(=O)Nc2ccccc2F)sc1=S | 12 | 4 | 0 | / | 3 | -3 | 101 | 102 | -8
COc1ccc(S(=O)(=O)N2CCCC2C(=O)Nc2nnc(-c3cccnc3)s2)cc1 (centres undefined) | 11 | -2 | -14 | -2.0 | 3 | 5 | 101 | 98 | -2
C=CCn1c(SCC(=O)C23CC4CC(CC(C4)C2)C3)nc(O)cc1=O | 8 | -6 | 0 | -2.4 | 1 | -4 | 92 | 95 | 2
C=CCN(c1cccc(C(F)(F)F)c1)S(=O)(=O)c1cccc(C(=O)OCC(=O)NCCC)c1 | 5 | 0 | 1 | 1.7 | 0 | 4 | 98 | 103 | 5
Cc1ccc2c(c1)C(SCC(=O)NCCc1ccccc1)CC1(CCCC1)O2 (centres undefined) | -1 | 0 | 4 | 6.4 | 0 | 2 | 101 | 102 | -11
NC(=S)NNC(=S)Nc1ccccc1 | 4 | 1 | 7 | -5.9 | 0 | -2 | 102 | 104 | 21
CCC(CC)C(=O)NCCc1ccc(OC)cc1 | -3 | -4 | 2 | -2.0 | 4 | -3 | 91 | 95 | 26
CN=C1c2ccccc2CN1c1cccc(C(=O)OC)c1 | 2 | 4 | 2 | 1.2 | 3 | -1 | 106 | 114 | 4
COc1ccc(-c2nc(CSCC(=O)N3CCN(C(=O)c4ccco4)CC3)c(C)o2)cc1OC | 7 | 4 | 4 | 1.5 | 0 | -3 | 111 | 103 | -10
CCCCN(C(=O)c1ccc(-c2ccc(Cl)cc2)o1)c1c(N)n(CCCC)c(=O)[nH]c1=O | -10 | 2 | -3 | / | 0 | / | 90 | 91 | -23
O=C(CSc1nc2ccccc2[nH]1)NC1CCCc2ccccc21 (centres undefined) | -8 | 9 | -1 | -3.7 | 4 | -2 | 100 | 95 | 21
Cc1ccc2nc(NC(=O)[C@H](C)N3C(=O)C4CC=CCC4C3=O)sc2c1 (some centres undefined) | 6 | -5 | 3 | 0.3 | 1 | -2 | 103 | 109 | 12
NC(=O)c1cccnc1Nc1cccc(F)c1 | 7 | -8 | 29 | -0.2 | 1 | -3 | 104 | 97 | 1
CCOC(=O)C1CCN(C(=O)CCNC(=O)Cn2ccc3ccccc3c2=O)CC1 | -2 | -1 | 0 | -3.3 | 0 | -3 | 91 | 99 | -1
CCc1nnc(NC(=O)CCC(=O)N2CCN(Cc3cc(F)ccc3OC)CC2)s1 | 6 | 7 | 5 | -0.5 | 0 | 1 | 101 | 106 | -1
COc1ccc(CSc2nncn2N)cc1Br | 3 | 3 | 5 | -0.3 | 1 | 3 | 114 | 99 | -3
S=c1[nH]nc(COc2ccc(Cl)cc2)n1Cc1ccco1 | -7 | 7 | -27 | -2.2 | 15 | 3 | 92 | / | -12
CCCCOCCCNC(=O)c1ccc(NC(C)=O)cc1 | -4 | -3 | 3 | 2.4 | 0 | 1 | 111 | 111 | 3
CC(=O)Nc1nnc(CCS(=O)(=O)c2ccc(C)cc2)s1 | 8 | -3 | 4 | -3.2 | 2 | 2 | 98 | 106 | 0
CCc1ccc(OCC2c3cc(OC)c(OC)cc3CCN2C(=S)NCCOC)cc1 (centres undefined) | 7 | 5 | 2 | 0.7 | / | -2 | 93 | 92 | 8
COc1ccc(/C(C)=N/Nc2ccccc2Cl)c(O)c1 | 3 | -3 | 10 | -1.7 | 6 | 1 | 97 | 46 | 7
C/C(=N/NC(=O)c1ccco1)c1ccc(Br)s1 | / | / | / | -0.5 | 0 | / | 103 | 84 | 22
CN(C)c1ncc(S(=O)(=O)c2ccc(Cl)cc2)c(-c2ccc(Cl)cc2Cl)n1 | -2 | 1 | 5 | 2.8 | 0 | -3 | 90 | 104 | -2
Cc1ccc(NC(=O)C(Nc2ccccc2)c2ccccc2)cc1 (centres undefined) | -2 | -1 | 7 | 2.1 | 0 | -4 | 89 | 93 | -9
c1ccc2[nH]c(CN3CCCCC3)nc2c1 | 1 | 4 | 3 | 2.8 | 0 | 1 | 105 | 105 | -2
CCc1ccc(N(CC(=O)Nc2sc3c(c2C(=O)OC)CCCC3)S(C)(=O)=O)cc1 | -3 | 1 | 1 | 0.0 | 1 | 1 | 95 | 111 | 8
O=C(NCc1ccco1)C1CCCN1C(=O)Nc1ccc(Cl)cc1 (centres undefined) | 1 | 2 | 2 | -0.5 | 3 | -2 | 94 | 79 | 10
Cc1c(C(=O)NCCCN2CCCC2=O)oc2ccccc12 | 5 | 4 | 4 | / | 0 | -2 | 103 | 101 | 5
CCn1c(=O)n(CC)c2cc([N+](=O)[O-])ccc21 | 11 | 4 | 16 | -0.8 | 0 | 1 | 107 | 103 | -53
O=C(Nc1cc(S(=O)(=O)N2CCCC2)ccc1OCC(F)(F)F)c1ccc(F)cc1 | 8 | 1 | 0 | 0.2 | 4 | -3 | 101 | 94 | 3
COc1ccccc1NC(=O)N1CCN(C)CC1 | 2 | -6 | 9 | -1.9 | 0 | 2 | 99 | 102 | 6
O=C(CN(C(=O)CCC(=O)Nc1nccs1)C1CCCC1)NCc1ccc2c(c1)OCO2 | 2 | -3 | 2 | -1.3 | 0 | 2 | 104 | 104 | 25
CCOC(=O)[C@H]1[C@H]2COc3ccc(Cl)cc3[C@@H]2N2C(=O)CNC(=O)[C@@]12C | 9 | 5 | 6 | / | 1 | / | 95 | 94 | 16
CCCc1nnc(SCC(=O)Nc2cccc(Cl)c2Cl)o1 | 3 | 2 | 3 | 0.2 | 0 | 6 | 101 | 95 | -5
C=CCOc1ccccc1/C=N/NC(=O)Cc1ccc(C)cc1 | 10 | 1 | 1 | 4.4 | 1 | 7 | 106 | 101 | 4
CCOC(=O)N1CCC(NC(=O)COc2cc(=O)n(C)c3ccccc23)CC1 | -1 | 2 | -8 | -0.8 | 1 | -2 | 90 | 92 | -11
Cc1cc(NCCCN2CCOCC2)n2ncc(-c3ccc(Cl)cc3)c2n1 | 9 | 1 | 3 | 1.5 | 0 | 4 | 86 | 109 | 20

Already shown: 11 of the compounds above.
SMILES | MCL1-BIM inh | GLD-1 RNA inh | Bcl-xL primary | MEX-5 binding | GRK2 inh | Fam108B counter | CIT2 TOR yeast | AGP1 TOR yeast | VLA-4 inh
COc1ccc(-c2cc3c(=O)n(CC(=O)NCc4ccc(F)cc4)ncn3n2)cc1 | 5 | 1 | 7 | 0.1 | 0 | -2 | 91 | 96 | -7
CC1CCN(C(=O)CSc2nnc(CNC(=O)COc3ccc(Cl)cc3)o2)CC1 | 6 | 1 | 2 | -1.9 | 0 | -1 | 80 | 94 | 1
OCCCc1nc2n(n1)C(c1ccccc1Cl)C=C(c1cccs1)N2 (centres undefined) | 42* | 30 | 37* | -15 | 0 | -2 | 93 | 97 | -44
C=CCC[C@@H](Cc1ccc(F)cc1)C(=O)OC[C@H](C)NC(=O)[C@@H](CC=C)CC(=O)N[C@@H](CO)Cc1ccccc1 | / | 6 | / | / | 83* | / | 87 | 92 | 14
O=C(NNCc1ccc(O)cc1)c1ccccc1Cl | 3 | -3 | 5 | 2.1 | 0 | -2 | 103 | 104 | 19
O=C(c1cc(-c2cccs2)nc2ccccc12)N1CCN(S(=O)(=O)c2cccc(F)c2)CC1 | -5 | -3 | -4 | -1.1 | 1 | -7 | 96 | 101 | 91*
O=C(Cn1ncc2c([nH]c3ccccc32)c1=O)NCCCN1CCN(c2ccccc2)CC1 | 4 | -6 | 3 | -2.6 | 0 | -3 | 99 | 97 | 11
CNC(=O)Nc1cc(C(F)(F)F)cc(C(F)(F)F)c1 | 0 | 1 | 0 | -0.9 | 1 | 2 | 105 | 109 | 27
O=C(O)c1cc(O)c2c(c1)C(=O)c1cc(O)cc(O)c1C2=O | 41* | 6 | 23 | -16 | 8 | 6 | 96 | 104 | 10
COc1cc(=O)[nH]c(SCC(=O)Nc2ccc3ccccc3c2)n1 | -6 | 1 | 3 | -3.0 | 1 | 0 | 107 | 104 | 3
COc1ccc(NC(=O)CN2CCC(NC(=O)C3CCCCC3)CC2)c([N+](=O)[O-])c1 | 3 | -1 | 3 | -92* | 3 | -2 | 104 | 105 | 9
